Assay outcomes from PubChem BioAssay.
M. tuberculosis = growth inhibition of non-replicating M. tuberculosis (AID 488890) | 0.39% of 320,000 active | Mycobacterium tuberculosis non-replicating, growth inhibition; higher % means a stronger effect | inhibition, % at 25 µM; hits with a dose series show IC50 in µM; in the data active means a potency from the dose series; inconclusive means inhibition mostly from about 82% at the one dose, without a potency; inactive means the rest, 99 in 100 with inhibition below about 76%;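 further: plate controls were DMSO cells for no effect and high antibiotic wells for full effect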
VEEV TC-83 Vero = inhibitors of VEEV TC-83 cytopathic effect, confirmation, Vero cells (AID 588727) | Vero cells, VEEV TC-83 cytopathic effect inhibition; higher % means a stronger effect | inhibition, % at 20 µM; hits with a dose series show IC50 in µM | 0.13% of 350,000 active; in the data active means a potency from the dose series; inconclusive means inhibition mostly from about 14% at the one dose, without a potency; inactive means the rest, 99 in 100 with inhibition below about 12%; further: strong numbers were not always called active
H1N1 NS1A inhibition = H1N1 influenza NS1A inhibitors, functional cell based assay (AID 504329). NS1A functional cell-based assay, percent inhibition; higher % means a stronger effect. 0.3% of 340,000 active. inhibition, % at 12.5 µM; hits with a dose series show IC50 in µM; in the data active means a potency from the dose series; inconclusive means inhibition above about 27% without an active follow-up result; further: strong numbers were not always called active
Salmonella PhoP GFP = PhoP regulon inhibitors, Salmonella typhi PhoP promoter GFP reporter, confirmatory (AID 1850). inhibition, % at 50 µM; hits with a dose series show IC50 in µM. Salmonella Typhi PhoP-promoter GFP reporter, fluorescence, 4 h; higher % means a stronger effect. 0.33% of 310,000 active; in the data active means a potency from the dose series; inconclusive means inhibition mostly from about 25% at the one dose, without a potency; inactive means the rest, 99 in 100 with inhibition below about 19%;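 further: 0% = induced wells with vehicle and 100% = uninduced wells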
M. tuberculosis HTS = M. tuberculosis growth inhibition, HTS (AID 449762). M. tuberculosis H37Rv growth inhibition, 7H9 media; higher % means a stronger effect. inhibition, % at 25 µM, or IC50 in µM where a hit was titrated. 0.59% of 330,000 active; in the data active means a potency from the dose series; inconclusive means inhibition above about 70% without an active follow-up result;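 further: bacterial growth assessed after seven days of incubation; strong numbers were not always called active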
VEEV TC-83 Vero 10K pilot screen = also measured in VEEV TC-83 Vero; calls as there; inhibition, %; measured here: 10K pilot screen inhibition
The depositor's hits bear a star; i = inactive; ? = inconclusive; / = no result given.

SMILES	M. tuberculosis	VEEV TC-83 Vero	H1N1 NS1A inhibition	Salmonella PhoP GFP	M. tuberculosis HTS	others
COc1ccc(-c2nnc(C)c3nocc23)cc1	-5%	1.6%	-11%	10%	3%
Cc1ccc(C(=O)OCCc2sc[n+](Cc3ccccc3)c2C)cc1	16%	0.7%	-3%	17%	-6%
CN(Cc1cnccn1)C(=O)CC1C(=O)NCCN1CC(c1ccccc1)c1ccccc1 (stereo not drawn)	24%	0.6%	8%	-3%	-4%
Cc1onc(-c2ccccc2Cl)c1C(=O)OCC(=O)c1ccccc1	22%	0.1%	-4%	-2%	5%
C#CCNC(=O)C1=C[C@H](C2CCCCC2)C[C@H](OCCCCO)O1	-1%	0.7%	-2%	-2%	-3%
COC(=O)c1ccc(Cl)c(NC(=O)CN2CCOCC2)c1	-14%	i	-11%	9%	-3%
O=C(CSc1nnc(CNC(=O)c2cccs2)o1)c1ccc(Cl)cc1	34%	1.6%	8%	4%	3%	VEEV TC-83 Vero 10K pilot screen=1.4
CCn1c(SCc2nc3ccccc3s2)nnc1-c1cccs1	22%	3.3%	6%	-10%	5%	VEEV TC-83 Vero 10K pilot screen=0.8
COc1ccc(CCN(C)C(=O)c2ccc(OCC(=O)N3CCOCC3)c(OC)c2)cc1OC	-11%	2.8%	-13%	-3%	-7%
CN1C(=O)CC(N2CCC(c3nc4ccccc4s3)CC2)C1=O (stereo not drawn)	i	1.0%	8%	-2%	-2%
COc1cc2cc(C(=O)N3CCN(Cc4ccc5c(c4)OCO5)CC3)[nH]c2cc1OC	11%	1.0%	6%	1%	10%
C=CCn1c(Sc2nnc(C)s2)nc2c1c(=O)[nH]c(=O)n2C	-16%	1.0%	-3%	2%	-10%
COc1ccccc1-c1nnc2n1N=C(C(C)(C)C)CS2	12%	i	-5%	16%	2%
COc1ccc(CNC(=O)C2(c3ccc(Cl)cc3)CC2)cc1	77%	0.4%	3%	-8%	?
Cc1ccc(NC(=O)CSc2nnc(/N=C/N(C)C)s2)cc1	-6%	i	2%	9%	7%
O=C(Nc1ccc2c(c1)CCC2)c1ccc(Br)o1	7.9µM*	0.9%	-7%	6%	?
Cc1ccc(N(C)/N=C/c2ccc(Cl)cc2Cl)nn1	-4%	i	-5%	-11%	11%
CCCOc1nc2ccccc2cc1/C=C/C(=O)O	24%	2.6%	-8%	5%	3%
Cc1cc(OCC(=O)Nc2ccccc2F)nc(C(C)C)n1	-6%	i	-2%	-11%	-2%
CCOC(=O)C(=NCCOC)NNc1cc(Cl)ccc1Cl	i	i	-6%	0%	?
O=C(CN1C(=O)c2ccc([N+](=O)[O-])cc2C1=O)Nc1nnc(C2CC2)s1	-7%	i	-1%	/	-9%
CCN(CC)S(=O)(=O)c1ccc(C(=O)NCC(=O)N/N=C/c2ccccc2OC)cc1	8%	1.7%	11%	-1%	-10%
CC(=Nc1ccc(O)cc1)c1sc2ccccc2c1O	9%	2.3%	1%	-2%	0%
O=C(Nc1ccc(Cl)c(Cl)c1)c1ccc(Cn2c(=O)[nH]c3ccsc3c2=O)cc1	10%	i	22%	2%	3%	VEEV TC-83 Vero 10K pilot screen=1.6
COC(=O)[C@H](CCSC)NC(=O)Nc1ccc(C(C)C)cc1	25%	i	3%	5%	-5%
Nc1ccccc1SC1CC(=O)N(c2ccccc2Cl)C1=O (stereo not drawn)	-10%	0.5%	-2%	0%	-1%
CNC(=O)c1cc(S(=O)(=O)NCc2ccncc2)ccc1OC	-15%	5.5%	-7%	-5%	0%
Cc1cc(C=O)c(C)n1C1CCCCC1	13%	2.0%	5%	13%	1%
COc1ccc(COCCN2CCN(S(=O)(=O)c3ccccc3)CCC2=O)cc1	9%	0.8%	-4%	-4%	-2%
COc1ccccc1CC(=O)NC1CCCCCC1	10%	0.5%	-3%	2%	-4%
COC(=O)c1c(C)c(OC(=O)c2c(C)cc(O)c(C=O)c2O)cc(C)c1O	30%	3.0%	1%	6%	1%
COc1ccc(-c2[nH]ncc2-c2ccc3c(c2)OCCO3)c(O)c1	9%	4.8%	-3%	-10%	8%
COc1cc(CNc2ccc(N3CCCCC3)cc2)ccc1OCC(=O)NC(C)(C)C	48%	1.6%	18%	-2%	-2%
O=C(Nc1cscc1S(=O)(=O)c1ccccc1)c1ccccc1Cl	8%	2.6%	/	-3%	-2%
CCOC(=O)N1CCN(C(=O)COC(=O)c2cc(Cl)cc(Cl)c2)CC1	52%	i	1%	/	11%
O=c1[nH]c2cc(C(F)(F)F)ccc2n1-c1cc(C(F)(F)F)ccc1O	-3%	i	-15%	7%	27%
CCOC(=O)C1=C(O)/C(=C\c2sccc2C)N=C1C	5%	i	0%	-5%	-8%
CC(=O)Nc1ccc(N2C(C(C)=O)=NN(c3ccc(Cl)cc3)C2c2sccc2C)cc1 (stereo not drawn)	35%	i	0%	-3%	84µM*
CC1Cc2cc(S(=O)(=O)N3CCCC(C(=O)N4CCCCC4)C3)ccc2N1C(=O)C1CC1 (stereo not drawn)	0%	1.4%	-3%	4%	-15%
COc1ccccc1N(CC(=O)NCc1ccccn1)S(C)(=O)=O	4%	0.6%	3%	1%	4%
COc1ccc(NC(=O)c2cccc(Oc3ccc([N+](=O)[O-])cc3Cl)c2)cc1	65%	2.7%	-11%	-3%	4%
CC[C@@]12C(=O)N(c3cccc(Cl)c3)C(=O)N1[C@H](c1ccc(Br)cc1)[C@@H]1C(=O)N(C(C)(C)C)C(=O)[C@@H]12	19%	2.0%	-4%	3%	0%
CN1CCN(NC(=O)c2ccc(COc3ccccc3Br)o2)CC1	1%	i	-3%	-3%	2%	VEEV TC-83 Vero 10K pilot screen=0.0
Cc1nnc(SCC(=O)NC(C)c2ccccc2)[nH]c1=O (stereo not drawn)	-7%	1.1%	-4%	7%	-6%
COc1ccc(CCNC(=O)Cc2nn(C)c(=O)c3ccccc23)cc1OC	-7%	0.3%	5%	10%	-5%
CC(C)COc1ccc(C(=O)Nc2ccc(NC(=O)c3ccco3)cc2)cc1	-5%	0.7%	11%	9%	-5%
C/C(=C\c1ccc(Br)cc1)C(=O)c1c(C)cc(C)[nH]c1=O	-8%	i	-9%	1%	-6%
CC(=O)N1N=C(c2ccccc2)CC1c1ccc2c(c1)OCO2 (stereo not drawn)	-18%	i	-3%	0%	5%
Cc1ccccc1OCC(=O)Nc1ccccc1-c1ccccc1	-1%	0.8%	-1%	8%	0%
COc1ccc(Nc2cc(C)nc3ncnn23)c(OC)c1	7%	1.9%	-6%	-8%	-6%
Next part
SMILES	M. tuberculosis	VEEV TC-83 Vero	H1N1 NS1A inhibition	Salmonella PhoP GFP	M. tuberculosis HTS	others
Nc1cc(=O)nc(SCC(=O)Nc2cccc3ccccc23)n1CCc1ccccc1	17%	6.0%	-4%	5%	-3%
Cc1ccc(NC(=O)c2noc3c2CCc2ccccc2-3)cc1	18%	1.5%	-2%	-3%	-2%
CNC(=O)c1cccc2nc3ccccc3nc12	59%	8.0%	/	-2%	?
COc1ccc(S(=O)(=O)n2oc(=O)cc2-c2ccccc2)cc1	-2%	0.9%	1%	-2%	0%
Cn1c(/C(C#N)=N/O)nc2ccccc21	10%	1.0%	13%	-4%	-3%
C=CCc1cc(C=O)cc(OCC)c1OCc1ccc(Cl)cc1	54%	i	-9%	-6%	23%
CCC(C)NC(=O)/C=C1\Sc2ccccc2NC1=O (stereo not drawn)	-14%	3.7%	-7%	-1%	-3%	VEEV TC-83 Vero 10K pilot screen=13
CCOC(=O)Cn1cnc2c(cnn2-c2ccccc2)c1=O	-7%	0.8%	-7%	-3%	-4%
CCOc1cc(C)c(C(C)C)cc1S(=O)(=O)NCc1ccccn1	16%	i	-2%	1%	-6%
Cc1cc(-c2ccc(C(C)C)c(S(=O)(=O)N3CCC(C)CC3)c2)on1	17%	0.1%	1%	-10%	11%
COc1ccc(S(=O)(=O)N2CCN(CCOc3ccc(Br)cc3)CC2)cc1OC	60%	i	4%	/	3%
CC(C)CN1CCN(CCCc2ccccc2)C(CCO)C1 (stereo not drawn)	-18%	i	-10%	6%	-3%
O=C(Nc1cc2cccc([N+](=O)[O-])c2oc1=O)c1cccs1	-18%	0.8%	-8%	-3%	1%
O=C(NCc1ccco1)c1cc([N+](=O)[O-])ccc1N1CCOCC1	-1%	0.3%	-10%	13%	-2%
O=C(Nc1ccncc1)c1ccc(N2CCCC2=O)cc1	-6%	1.3%	4%	-1%	1%
COc1cc2cc(CN(CCN3CCOCC3)C(=O)Nc3ccc(F)cc3)c(=O)[nH]c2cc1OC	5%	4.6%	3%	0%	4%
CC(C)c1ccc(N2CC(C(=O)Nc3nccs3)CC2=O)cc1 (stereo not drawn)	52%	2.6%	1%	-7%	9%
Cc1ccc(N=Cc2c(O)c3ccccc3n(C)c2=O)cc1	79%	1.5%	-7%	7%	3%
COc1cccc(Nc2nc3cc(OC)ccc3cc2C#N)c1	2%	0.4%	-6%	11%	13%
CC(=O)CCS(=O)(=O)c1ccc(Oc2ccc(S(=O)(=O)CCC(C)=O)cc2)cc1	0%	0.4%	10%	-11%	27%
CC(C)C(=O)Nc1ccc(C(=O)NNC(=O)NC2CCCCC2)cc1	-10%	1.9%	-6%	4%	0%

Among those listed so far, 21 contain a halogen:
SMILES	M. tuberculosis	VEEV TC-83 Vero	H1N1 NS1A inhibition	Salmonella PhoP GFP	M. tuberculosis HTS	others
Cc1onc(-c2ccccc2Cl)c1C(=O)OCC(=O)c1ccccc1	22%	0.1%	-4%	-2%	5%
COC(=O)c1ccc(Cl)c(NC(=O)CN2CCOCC2)c1	-14%	i	-11%	9%	-3%
O=C(CSc1nnc(CNC(=O)c2cccs2)o1)c1ccc(Cl)cc1	34%	1.6%	8%	4%	3%	VEEV TC-83 Vero 10K pilot screen=1.4
COc1ccc(CNC(=O)C2(c3ccc(Cl)cc3)CC2)cc1	77%	0.4%	3%	-8%	?
O=C(Nc1ccc2c(c1)CCC2)c1ccc(Br)o1	7.9µM*	0.9%	-7%	6%	?
Cc1ccc(N(C)/N=C/c2ccc(Cl)cc2Cl)nn1	-4%	i	-5%	-11%	11%
Cc1cc(OCC(=O)Nc2ccccc2F)nc(C(C)C)n1	-6%	i	-2%	-11%	-2%
CCOC(=O)C(=NCCOC)NNc1cc(Cl)ccc1Cl	i	i	-6%	0%	?
O=C(Nc1ccc(Cl)c(Cl)c1)c1ccc(Cn2c(=O)[nH]c3ccsc3c2=O)cc1	10%	i	22%	2%	3%	VEEV TC-83 Vero 10K pilot screen=1.6
Nc1ccccc1SC1CC(=O)N(c2ccccc2Cl)C1=O (stereo not drawn)	-10%	0.5%	-2%	0%	-1%
O=C(Nc1cscc1S(=O)(=O)c1ccccc1)c1ccccc1Cl	8%	2.6%	/	-3%	-2%
CCOC(=O)N1CCN(C(=O)COC(=O)c2cc(Cl)cc(Cl)c2)CC1	52%	i	1%	/	11%
O=c1[nH]c2cc(C(F)(F)F)ccc2n1-c1cc(C(F)(F)F)ccc1O	-3%	i	-15%	7%	27%
CC(=O)Nc1ccc(N2C(C(C)=O)=NN(c3ccc(Cl)cc3)C2c2sccc2C)cc1 (stereo not drawn)	35%	i	0%	-3%	84µM*
COc1ccc(NC(=O)c2cccc(Oc3ccc([N+](=O)[O-])cc3Cl)c2)cc1	65%	2.7%	-11%	-3%	4%
CC[C@@]12C(=O)N(c3cccc(Cl)c3)C(=O)N1[C@H](c1ccc(Br)cc1)[C@@H]1C(=O)N(C(C)(C)C)C(=O)[C@@H]12	19%	2.0%	-4%	3%	0%
CN1CCN(NC(=O)c2ccc(COc3ccccc3Br)o2)CC1	1%	i	-3%	-3%	2%	VEEV TC-83 Vero 10K pilot screen=0.0
C/C(=C\c1ccc(Br)cc1)C(=O)c1c(C)cc(C)[nH]c1=O	-8%	i	-9%	1%	-6%
C=CCc1cc(C=O)cc(OCC)c1OCc1ccc(Cl)cc1	54%	i	-9%	-6%	23%
COc1ccc(S(=O)(=O)N2CCN(CCOc3ccc(Br)cc3)CC2)cc1OC	60%	i	4%	/	3%
COc1cc2cc(CN(CCN3CCOCC3)C(=O)Nc3ccc(F)cc3)c(=O)[nH]c2cc1OC	5%	4.6%	3%	0%	4%

Retrieved by structure from the list above (2):
SMILES	M. tuberculosis	VEEV TC-83 Vero	H1N1 NS1A inhibition	Salmonella PhoP GFP	M. tuberculosis HTS	others
CCOC(=O)C(=NCCOC)NNc1cc(Cl)ccc1Cl	i	i	-6%	0%	?
CC[C@@]12C(=O)N(c3cccc(Cl)c3)C(=O)N1[C@H](c1ccc(Br)cc1)[C@@H]1C(=O)N(C(C)(C)C)C(=O)[C@@H]12	19%	2.0%	-4%	3%	0%
